Source: PubChem (several laboratories)
MCL1 BIM primary = inhibitors of MCL1 binding to BIM-BH3, primary screen, biochemical, fluorescence polarization; Induced myeloid leukemia cell differentiation protein Mcl-1 (Homo sapiens), Q07820; GST-MCL1 / FITC-Bim-BH3 fluorescence polarization; inhibition, % at 10.9 µM; hit rate 0.68% among 320,000;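 active = inhibition above the mean inhibition of all tested compounds plus 3 SD, set per campaign, cut at about 40% in these data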;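 also: 0% = DMSO wells and 100% = unlabeled Bim-BH3 peptide control; higher means more loss of mP so more displacement of Bim peptide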
Target sequence (Q07820 whole entry, looked up): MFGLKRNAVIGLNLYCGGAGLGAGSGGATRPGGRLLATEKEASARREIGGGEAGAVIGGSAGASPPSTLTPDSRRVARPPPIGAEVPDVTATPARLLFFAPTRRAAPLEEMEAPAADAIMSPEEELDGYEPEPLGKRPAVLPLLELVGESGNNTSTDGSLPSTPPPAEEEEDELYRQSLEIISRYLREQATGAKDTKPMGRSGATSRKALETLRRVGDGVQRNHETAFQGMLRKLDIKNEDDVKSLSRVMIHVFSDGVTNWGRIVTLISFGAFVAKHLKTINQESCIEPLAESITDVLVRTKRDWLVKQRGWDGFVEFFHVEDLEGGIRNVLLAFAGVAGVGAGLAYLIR
MEX-5 binding = MEX-5 zinc finger RNA-binding disruptors – biochemical, C. elegans, fluorescence polarization, MLPCN library, primary screen. Zinc finger protein mex-5 (Caenorhabditis elegans), Q9XUB2. MEX-5/FITC-TCR2 RNA binding; hits give low values. activity score (negative = inhibition of binding), % at 10 µM. hit rate 0.38% among 300,000. AID 1832, 2009;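 active = inhibition past about -25% in most replicates, and total fluorescence under double the plate's negative control median, limit read from the data; inconclusive = replicates evenly split on the limit, or fluorescence at least double controls; inactive = too little inhibition in most replicates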;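 also: 0% = DMSO and -100% = 5 µM competing unlabeled TCR2 RNA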
Target sequence (Q9XUB2 whole entry, looked up): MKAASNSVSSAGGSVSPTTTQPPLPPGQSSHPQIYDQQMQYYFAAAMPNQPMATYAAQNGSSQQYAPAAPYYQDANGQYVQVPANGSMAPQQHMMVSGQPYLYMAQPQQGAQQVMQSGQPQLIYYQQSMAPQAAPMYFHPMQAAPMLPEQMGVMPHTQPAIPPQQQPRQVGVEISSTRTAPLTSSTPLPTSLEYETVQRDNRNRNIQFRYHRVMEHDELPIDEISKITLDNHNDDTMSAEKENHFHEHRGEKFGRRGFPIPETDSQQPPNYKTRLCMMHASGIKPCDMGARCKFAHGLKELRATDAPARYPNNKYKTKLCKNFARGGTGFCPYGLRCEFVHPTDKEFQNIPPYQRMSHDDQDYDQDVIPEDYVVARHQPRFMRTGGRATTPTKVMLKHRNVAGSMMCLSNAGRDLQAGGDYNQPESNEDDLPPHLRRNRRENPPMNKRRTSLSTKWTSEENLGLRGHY
GRK2 aptamer HTS = compounds blocking aptamer binding on GRK2 – biochemical, human GRK2, bead flow cytometry, HTS, primary screen; Beta-adrenergic receptor kinase 1 (Homo sapiens), P25098; FAM-aptamer displacement from GRK2; inhibition of aptamer binding, % at 10 µM; hit rate 0.59% among 330,000; AID 488847, 2010;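 active = inhibition of aptamer binding above 40%, roughly 3 SD of noise, on plates passing a quality check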;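 also: median bead fluorescence of bound FAM aptamer so fluorescent compounds give negative values; no value below 0 was filed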
CIT2-GFP yeast = modulators of CIT2-GFP expression in yeast, primary screen, S. cerevisiae, GFP fusion, multiplex flow cytometry, MLPCN library. S. cerevisiae CIT2-GFP strain, 3 h; 100 means same as DMSO wells. hit rate 0.065% among 320,000. GFP response vs DMSO, % at 10 µM;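 active = GFP response relative to DMSO above a set limit, near the screen mean plus 3 SD, cut at about 150% in these data; inconclusive = Fewer than 70 cells measured for a yeast strain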;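 also: ratio of well median GFP fluorescence to mean of DMSO wells on the plate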
Fam108B counter = mouse Fam108B serine hydrolase inhibitors, primary screen, counter-screen for RBBP9 inhibitor project, biochemical, fluorescence polarization; recombinant Fam108B, FP-Rh probe fluorescence polarization; AID 1947, 2009; inhibition, % at 9.51 µM; hit rate 0.33% among 300,000;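 active = inhibition above the screen mean inhibition plus 3 SD, computed separately per campaign, cut at about 18% in these data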;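 also: inhibitors lower polarization as less probe binds the enzyme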
GLD-1 TGE inh = GLD-1/TGE RNA complex disruptors, primary screen, biochemical, fluorescence polarization; purified GLD-1 + fluorescein TGE RNA; hit rate 0.44% among 320,000; Female germline-specific tumor suppressor gld-1 (Caenorhabditis elegans), Q17339; inhibition, % at 5.96 µM; AID 2280, 2010;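 active = percent inhibition above a per-plate cutoff, the plate mean of test compounds plus 3 SD, cut at about 30% in these data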;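 also: 0% = DMSO wells with GLD-1 and probe and 100% = wells lacking GLD-1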
VLA-4 inh = inhibition in human VLA-4 binding assay, primary screen, VLA-4 allosteric modulator project, MLPCN library, flow cytometry, VLA-4 expressing cells | Integrin alpha-4 (Homo sapiens), P13612 | ligand binding flow cytometry | inhibition, % (about 7 µM as worked out from the volumes in the protocol) | hit rate 0.2% among 330,000; in the data active = inhibition above about 50%
AGP1-GFP MLPCN = modulators of AGP1-GFP expression in yeast TOR pathway, primary screen, cell-based, multiplex flow cytometry, S. cerevisiae, MLPCN library | GFP response vs DMSO, % at 10 µM | 3 h; GFP as percent of DMSO wells | AID 2066, 2009 | hit rate 0.02% among 320,000;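 active = GFP response relative to DMSO above a set limit, near screen average plus 3 SD, cut at about 150% in these data; inconclusive = fewer than 70 cells counted for the yeast strain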;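 also: median GFP channel fluorescence of the gated AGP1 strain per well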
BCLXL inh = inhibitors of human Bcl-xL, primary screen, biochemical, fluorescence polarization, HTS; Bcl-2-like protein 1 (Homo sapiens), Q07817; GST-Bcl-xL / FITC-Bim BH3 peptide fluorescence polarization; inhibition, % at 10.9 µM; hit rate 0.7% among 320,000;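 active = inhibition above the mean of all tested compounds plus 3 SD, cutoff set per campaign, cut at about 30% in these data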;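 also: 0% = DMSO wells and 100% = unlabeled Bim-BH3 peptide competitor; inhibitors lower millipolarization by displacing the labeled peptide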
Target sequence (Q07817 whole entry, looked up): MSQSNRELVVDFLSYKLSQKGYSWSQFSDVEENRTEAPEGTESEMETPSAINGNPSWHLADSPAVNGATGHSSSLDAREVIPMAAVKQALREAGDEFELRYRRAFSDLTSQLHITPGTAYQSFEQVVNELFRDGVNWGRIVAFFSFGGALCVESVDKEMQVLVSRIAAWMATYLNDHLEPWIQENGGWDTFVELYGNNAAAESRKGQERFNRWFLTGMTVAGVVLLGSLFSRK
An asterisk follows results filed as active; ? = inconclusive; . = no result given; & = joins results of further samples. Outcome played no part in choosing rows; overall some 2.2% were active at least once.

SMILES	MCL1 BIM primary	MEX-5 binding	GRK2 aptamer HTS	CIT2-GFP yeast	Fam108B counter	GLD-1 TGE inh	VLA-4 inh	AGP1-GFP MLPCN	BCLXL inh
Cc1nc2ccc(NC(=O)c3ccc(=O)[nH]c3)cc2s1	-16	-3.1	0	95	-2	-3	-8	93	-4
Cc1ccc(SCC(=O)Nc2ccc(-c3nnc(-c4ccco4)o3)cc2)cc1	0	-0.4	0	113	-6	2	13	108	0
COc1cc(NC(=O)CCCOc2ccc(Cl)cc2Cl)c(C(=O)O)cc1OC	6	-0.6	0	102	-3	8	6	110	5
COc1cccc(-c2nc(CS(=O)(=O)CC(=O)NC3CCCc4ccccc43)c(C)o2)c1 (stereo unspecified)	22	0.4	1	91	5	7	24	93	4
COc1ccc(C(=O)Nc2ccc(OCC(=O)N3CCOCC3)cc2)c(OC)c1OC	3	-3.5	6	103	5	9	16	103	6
CCN(CC)c1cccc(OCC(=O)N2c3ccccc3CC2C)c1 (stereo unspecified)	10	.	1	89	.	3	5	96	1
COc1cccc(C(=O)NCC(=O)OCC(=O)c2ccccc2)c1	-9	-1.1	7	100	-5	-5	13	98	-1
CCOc1ccc(NC(=O)C2CC(=O)N(CCc3ccc(OC)c(OC)c3)C2)cc1OCC (stereo unspecified)	18	.	1	94	.	1	-15	95	11
CCCCN1C(=O)C(=O)N(CC(=O)Nc2cc(Cl)ccc2OC)C1=O	6	.	1	99	.	-7	9	100	2
CC1CN(C2CC(C)(C)NC(C)(C)C2)CCC1=O (stereo unspecified)	13	-48*	2	96	0	1	-29	97	7
CC1(C)C(Cl)C(=O)C(C(=O)c2ccccc2)C(=O)C1Cl (stereo unspecified)	2	1.4	0	85	-4	-2	9	84	6
Cc1cccc([N+](=O)[O-])c1NC(=O)COC(=O)C1CC2CCCC(C1)C2=O (stereo unspecified)	-2	-0.1	0	106	-1	5	2	104	5
Cc1cc(=O)[nH]c(SCc2nc3ccccc3n2Cc2ccccc2)n1	4	-0.1	3	105	2	10	-5	102	-2
O=C(COC(=O)Cc1ccccc1F)NC(=O)NC1CCCC1	.	.	9	86	.	1	-4	87	.
CC(Oc1ccc2c3c(c(=O)oc2c1)CCCC3)C(=O)NCC1CCC(C(=O)O)CC1 (stereo unspecified)	-1	-0.1	1	104	-1	-1	7	99	2
CCc1ccc(NC(=O)CS(=O)CC(=O)Nc2ccc(N3CCOCC3)cc2)cc1 (stereo unspecified)	8	-0.8	0	106	1	5	17	106	1
CC(C)=CC1C=C(C)C(C)C2C(=O)NNC(=O)C12 (stereo unspecified)	4	0.6	2	100	-5	3	4	101	4
CCOC(=O)c1nc(NCCc2ccccc2)sc1C	1	1.3	4	108	-4	2	7	112	6
COc1ccc(/C=N/c2c(-c3ccco3)nc3ccccn23)cc1OC	47*	-5.0	3	92	1	57*	0	79	39*
O=C1Nc2ccc([N+](=O)[O-])cc2OC1CCN1CCN(c2ccccc2)CC1 (stereo unspecified)	-3	0.3	0	98	-6	2	12	99	4
CCC(=O)Nc1ccc(NC(=O)c2c(C)nc3ccccn23)cc1	8	2.2	2	88	-2	5	5	89	8
CCn1c(=O)c(C(=O)NCc2cccnc2)c(O)c2ccccc21	0	-0.3	0	98	-2	-8	0	100	1
COc1ccc2oc(=O)c(C(=O)NCc3ccccc3)cc2c1	-3	-3.4	0	90	-1	0	24	87	-2
O=C(CCC1COc2ccccc2O1)Nc1ccc(Cl)cn1 (stereo unspecified)	10	.	0	98	-2	-4	-1	105	-1
Cc1sc2ncnc(N3CCC(C(=O)Nc4nc(-c5cccs5)cs4)CC3)c2c1C	7	2.5	1	86	-9	4	-17	93	6
COCCn1c(C)cc(C2=NNC(=NC(C)(C)C)SC2)c1C	8	1.2	0	101	1	4	4	100	5
CCCCCc1ccc(-c2ccc(/C=C/C(N)=O)cc2)nc1	-2	0.5	4	97	-7	3	-2	96	6
COc1ccc(S(=O)(=O)c2nnn(-c3cccc(OC)c3)c2N)cc1	4	0.8	1	98	1	10	22	90	2
O=C(COC(=O)c1cnccn1)c1cccc([N+](=O)[O-])c1	-4	-0.5	1	114	-3	7	-1	131	0
COc1ccc(C(C#N)N2N=C(C)CC2c2ccccc2)cc1OC (stereo unspecified)	-3	0.7	0	100	-4	-9	-23	99	2
COc1ccccc1C(=O)C1CCCN(C(=O)CN2CCCCC2=O)C1 (stereo unspecified)	-1	0.0	0	106	-2	4	10	100	7
O=C(Nc1ccc(-c2nc3ccc(NC(=O)c4cccs4)cc3[nH]2)cc1)c1cccs1	-20	0.8	0	91	8	0	7	94	-27
CCCS(=O)(=O)N1CCN(c2ccccn2)CC1	0	-2.2	1	99	1	9	41	101	-2
Cc1ccnc(NC(=O)CC(c2ccccc2)c2ccccc2)n1	0	-2.0	1	83	0	-8	9	87	6
CCO[C@@H]1OC(C(=O)O)=C[C@H](c2ccc(Br)cc2)[C@H]1CCCO	3	2.4	0	98	0	6	38	103	7
O=C(c1ccco1)N1CCN(C(=O)c2cc(-c3ccccn3)nc3ccccc23)CC1	2	0.9	4	105	1	6	-9	101	7
CCOC(=O)N1CCN(C(=O)CSc2ccc(C(=O)OC)cc2[N+](=O)[O-])CC1	13	1.1	1	109	5	5	7	104	3
COc1ccc2c(Cl)c(-c3nnc(SCC(=O)c4ccccc4)n3C)sc2c1	-17	0.1	0	93	-4	-1	2	98	-8
OCCC1CN(C2CCN(c3ccccc3F)CC2)CCN1Cc1ccccc1 (stereo unspecified)	0	0.0	0	98	6	5	7	101	-1
CCOC(=O)c1ccc(CSc2n[nH]c(C)n2)o1	-1	1.3	4	107	4	-1	4	114	-1
O=C(Nc1ccc(-c2nc3ccccc3o2)cc1)C1CCCO1 (stereo unspecified)	-1	-1.0	3	99	-1	7	-1	86	-3
Cc1n[nH]c(C)c1S(=O)(=O)N1CCC(C(=O)Nc2cccc(F)c2)CC1	-2	-3.4	1	98	-6	1	5	96	3
Nc1ccn(Cc2cccc(F)c2)n1	-2	1.3	0	94	-1	3	1	95	4
Cc1cc(Cl)ccc1C1=CC(=O)C[C@H](c2ccc(F)cc2)C1	-10	.	0	93	.	-1	-9	91	0
NS(=O)(=O)c1ccc(NC(=O)COC(=O)C2CC2)cc1	.	.	0	94	.	-4	15	100	.
CCSc1nc2ccccc2[nH]1	5&9	0.7&1.5	2&4	102&99	-1&6	-5&-1	4&8	101&98	2&7
CSC1=N/C(=C/c2cccnc2)C(=O)N1Cc1ccc(Cl)cc1	0	1.8	0	97	-4	1	8	86	-1
C=CCn1c(SCC(=O)Nc2ncc(Cc3ccc(Br)cc3)s2)nnc1-c1ccncc1	-3	0.7	91*	104	-4	3	-17	102	-1
CCCCNC(=O)C(=O)NCCCn1ccnc1	-3	-0.5	0	96	1	5	0	100	6
O=C(NCc1ccc2c(c1)OCO2)C(=O)Nc1ccccc1	-1	0.4	0	85	-3	-9	9	93	1
c1ccc(-c2csc(Nc3nc(N4CCOCC4)nc(N4CCOCC4)n3)n2)cc1	3	.	0	110	4	-2	14	93	3
CCOC(=O)C1(Cc2cccc(OC)c2)CCCN(C(=O)CSC)C1 (stereo unspecified)	4	-0.4	4	111	0	0	-13	99	2
O=C(CCC1CCN(C(=O)c2cccc(Cl)c2F)CC1)Nc1ccccc1	4	-0.7	3	102	-7	7	5	104	4
O=C(O)C1C2C=CC(O2)C1C(=O)NCCC1=CCCCC1 (stereo unspecified)	17	-5.1	4	87	-2	9	-2	92	18
CCCCOC(=O)C1[C@H]2C(=O)N(CCc3ccccc3)C[C@]23C=C[C@H]1O3 (stereo partly specified)	5	-1.6	5	95	1	3	8	104	4
CCN(CC)c1ccc(NC(=O)c2ccccc2F)cc1S(=O)(=O)Nc1ccccc1OC	21	1.5	3	105	-2	1	-4	103	16
Cc1cccc2c1N(CCCOc1ccccc1)C(=O)C2=O	7	0.3	1	98	4	2	-1	95	4
Cc1ccccc1Nc1c(N)c(=O)oc2ccccc12	2	3.4	0	90	7	-2	4	.	0
Cc1cc(C)nc(NS(=O)(=O)c2ccc(-n3cccc3)cc2)n1	9	0.2	2	104	2	6	2	101	9
Cc1ccc(O)c(C(=O)c2cnc3c(c2)CN(CCC(C)C)C(=O)N3)c1	-3	3.6	43*	.	-18	-7	3	97	-6

2 compounds drawn at random from those above:
SMILES	MCL1 BIM primary	MEX-5 binding	GRK2 aptamer HTS	CIT2-GFP yeast	Fam108B counter	GLD-1 TGE inh	VLA-4 inh	AGP1-GFP MLPCN	BCLXL inh
O=C(CCC1CCN(C(=O)c2cccc(Cl)c2F)CC1)Nc1ccccc1	4	-0.7	3	102	-7	7	5	104	4
Cc1cccc2c1N(CCCOc1ccccc1)C(=O)C2=O	7	0.3	1	98	4	2	-1	95	4

(listing goes on)
SMILES	MCL1 BIM primary	MEX-5 binding	GRK2 aptamer HTS	CIT2-GFP yeast	Fam108B counter	GLD-1 TGE inh	VLA-4 inh	AGP1-GFP MLPCN	BCLXL inh
COc1cccc2sc(N3CCN(c4nc5ccccc5s4)CC3)nc12	-2	-4.2	1	101	-1	1	-17	105	-2
CC1CCCC(N2CCN(S(=O)(=O)c3ccccc3)CC2)C1 (stereo unspecified)	-3	-0.2	0	?	-4	0	3	?	3
CSCCC(Nc1nc2ccccc2s1)C(=O)O (stereo unspecified)	-3	-1.9	0	100	2	-10	2	106	1
Cc1ccc2cc(C3C(C#N)=C(N)Oc4c3ccc3cccnc43)c(=O)[nH]c2c1 (stereo unspecified)	34	-0.8	97*	101	0	0	2	101	15
C/C(=C\C(=O)C(F)(F)F)Nc1ccc(C(F)(F)F)cc1	-4	2.4	4	103	2	5	6	106	2
COc1ccc(CCNC(=O)CSc2nnc(Cn3c(=O)sc4ccccc43)n2C)cc1OC	-10	.	0	99	-2	-3	-9	106	-4
COc1ccc(C2CC(Cn3cc(C#N)c(=O)n(C)c3=O)ON2C)cc1 (stereo unspecified)	-4	-0.2	1	90	-2	0	6	102	0
Cc1cccc(NC(=O)CCS(=O)(=O)c2ccccc2)n1	-3	0.5	6	91	-2	-3	8	94	-6
O=C(Nc1nnc(-c2cc(Cl)ccc2Cl)o1)C1=COCCO1	7	-3.2	2	104	3	-2	-5	106	3
CN1CCN(/C=C(\C#N)S(=O)(=O)c2ccc(Cl)cc2)CC1	4	-0.5	0	91	-2	-1	26	100	8
Cc1ccc(-n2c(SCC(=O)N3CCCC3)nc3c(c2=O)SCC3)cc1	3	-1.8	0	99	3	0	0	101	4
Cn1c(-c2cccc(Br)c2)n[nH]c1=O	0	1.2	2	97	0	-2	4	98	2
Cc1cccc(N(CC(=O)NC2CCCCC2)C(=O)c2ccc(C)s2)c1	6	1.0	4	96	1	-7	12	99	4
O=C(CN1CCCCC1)Nc1ccc(NC(=O)c2ccccc2Cl)cc1Cl	-1	-2.3	0	105	-5	11	3	112	2
